Assay outcomes (PubChem)
tim23-1 inh = growth inhibitors of tim23-1 mutant yeast, primary screen, luminescence, uHTS. actives 1.3% (n = 330,000). S. cerevisiae tim23-1 growth, BacTiter-Glo luminescence, 24 h. inhibition, % at 20 µM;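 active = growth inhibition of the mutant yeast at or above 50%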;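 note: temperature-sensitive mutant grown at 25 °C; plate controls were DMSO-treated mutant yeast for no effect and medium wells lacking yeast for full effect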
Jurkat NFkB inh = inhibitors of induced NF-kB luciferase reporter, primary screen, TCR NF-kB activation inhibitor project, cell-based, luminescence, uHTS | actives 0.53% (n = 330,000) | Jurkat, PMA/ionomycin-induced NF-kB luciferase reporter | inhibition, % at 4 µM; in the data active = inhibition above about 50%
UPR XBP1 act = activators of adaptive XBP1 UPR arm, primary screen, cell-based, CHO-XBP1 luciferase reporter, luminescence, uHTS | activation, % at 20 µM | actives 0.33% (n = 330,000) | IRE1-XBP1 UPR activation; percent of tunicamycin response, DMSO as zero;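 active = versus positive control, 20 µM dose yields 30% or more activation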;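 note: 100% = tunicamycin at 10 µg/mL and 0% = DMSO only wells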
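Material: CHO-XBP1 cells stably carrying IRE1-XBP1-driven luciferase reporter / Amount: 1000 cells per well / Compound: 20 µM, 1% DMSO / Times: 6 h treatment, 37 °C / Detection: luciferase luminescence / Measure: % activation of reporter signal versus tunicamycin and DMSO controls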
APJ antag = antagonists of human apelin receptor APJ, primary screen, CHO-K1 cells, beta-arrestin complementation, luminescence. AID 2521, 2010. inhibition, % at 20 µM. P35414. actives 0.32% (n = 330,000);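 active = inhibition above about 40% at 20 µM, limit read from the data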;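 note: cells challenged with 10 nM apelin-13 agonist together with compound; plate controls were apelin-13 plus DMSO wells for no effect and DMSO wells lacking apelin-13 for full effect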
Mdm2 MdmX PPI = inhibitors of human Mdm2-MdmX association, primary screen, cell-based, luminescence, split luciferase, SaOS-2, uHTS. SaOS-2 split-luciferase Mdm2/MdmX complementation. actives 3% (n = 330,000). AID 485346, 2010. inhibition, % at 8 µM;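 active = inhibition of at least 50% at 8 µM in the primary screen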
Target sequence (O15151 whole entry, looked up): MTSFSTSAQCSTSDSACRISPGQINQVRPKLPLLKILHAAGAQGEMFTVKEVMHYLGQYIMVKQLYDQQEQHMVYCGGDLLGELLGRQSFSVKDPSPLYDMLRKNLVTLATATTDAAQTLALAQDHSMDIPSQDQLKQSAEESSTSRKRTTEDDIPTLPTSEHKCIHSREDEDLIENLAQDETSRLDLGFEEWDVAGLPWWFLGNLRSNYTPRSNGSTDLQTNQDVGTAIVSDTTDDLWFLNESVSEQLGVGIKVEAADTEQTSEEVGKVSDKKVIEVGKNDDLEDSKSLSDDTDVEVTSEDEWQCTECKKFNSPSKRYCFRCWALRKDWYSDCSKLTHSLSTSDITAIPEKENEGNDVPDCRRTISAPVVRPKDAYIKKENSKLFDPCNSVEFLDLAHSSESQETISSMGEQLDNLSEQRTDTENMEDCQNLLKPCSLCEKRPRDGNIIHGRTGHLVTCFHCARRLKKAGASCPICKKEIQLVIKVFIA
Target sequence (Q00987 whole entry, looked up): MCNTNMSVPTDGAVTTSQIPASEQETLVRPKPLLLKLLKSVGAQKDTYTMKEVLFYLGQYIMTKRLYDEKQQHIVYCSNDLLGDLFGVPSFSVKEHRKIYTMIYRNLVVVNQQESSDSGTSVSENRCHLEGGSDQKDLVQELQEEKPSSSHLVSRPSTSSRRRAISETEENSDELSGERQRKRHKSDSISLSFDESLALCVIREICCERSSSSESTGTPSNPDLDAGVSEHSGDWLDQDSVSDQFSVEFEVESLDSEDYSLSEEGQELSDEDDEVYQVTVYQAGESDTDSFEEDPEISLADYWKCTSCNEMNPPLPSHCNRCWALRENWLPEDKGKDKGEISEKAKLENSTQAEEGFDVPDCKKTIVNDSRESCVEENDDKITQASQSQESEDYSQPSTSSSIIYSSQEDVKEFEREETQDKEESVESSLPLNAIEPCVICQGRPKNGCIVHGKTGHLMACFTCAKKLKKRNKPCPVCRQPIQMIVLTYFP
697 NFkB inh = inhibitors of PMA/ionomycin-induced NF-kB reporter, 697 cells, primary screen, B-cell NF-kB inhibitor project, cell-based, luminescence, uHTS. 697 B-cell NF-kB luciferase reporter, 16 h. inhibition, % at 4 µM. actives 0.33% (n = 330,000). AID 435022, 2010; in the data active = inhibition above about 35%
CHOP UPR activ = activators of apoptotic CHOP UPR arm, primary screen, cell-based, CHO-CHOP luciferase reporter, luminescence, uHTS; UPR activation; percent of tunicamycin response over DMSO baseline; activation, % at 10 µM; actives 0.34% (n = 330,000); AID 449763, 2010;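 active = at 10 µM dose, activation of 40% or more, normalized to positive control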;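 note: 100% = tunicamycin at 10 µg/mL and 0% = DMSO alone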
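Material: CHO-CHOP cells, stable luciferase reporter of PERK-eIF2a-CHOP signalling; quantity: 500 reporter cells seeded per well; buffer or medium: F12 medium containing 10% fetal bovine serum; compound: one dose, 10 µM in 0.5% DMSO; incubation: 6 h compound treatment, 37 °C; measured by: Steady-Glo luciferase luminescence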
APJ ag = agonists of human apelin receptor APJ, primary screen, CHO-K1 cells, PathHunter beta-arrestin, luminescence. P35414. 0% DMSO wells, 100% apelin. activation, % at 20 µM. actives 0.11% (n = 330,000);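 active = activation more than six SD over the plate average, tested at 20 µM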;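 note: 0% = DMSO alone and 100% = apelin-13 at 10 nM; some results filed as inactive read as strong as hits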
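Test system – PathHunter CHO-K1 APJ (AGTRL-1) beta-arrestin reporter cells · Input – 1000 cells/well · Compound – single test compound dose, 20 µM final, 1% DMSO · Times – compound stimulation 90 min at 25 °C, detection 60 min · Technique – beta-gal luminescence · Read-out basis – APJ–arrestin association signal · Control set – negative DMSO alone, positive Apelin-13 at 10 nM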
Numbers without * were called inactive; & = joins results of further samples.

SMILES	tim23-1 inh	Jurkat NFkB inh	UPR XBP1 act	APJ antag	Mdm2 MdmX PPI	697 NFkB inh	CHOP UPR activ	APJ ag
Cc1ccc(NC(=O)COc2ccccc2C(=O)NCCc2ccccc2)cc1	40	5	-4	-3	14	-6	2.0	-1
O=C(NCc1ccco1)/C(=C/c1ccc(Br)cc1)NC(=O)c1ccco1	5	16	-1	11	4	-3	3.4	-3
CCCCn1c(N)c(Sc2ccc([N+](=O)[O-])cc2)c(=O)[nH]c1=O	-4	-8	-2	0	-26	-5	2.1	2
COc1ccc(COn2nnc3ccc(S(=O)(=O)N4CCOCC4)cc32)cc1F	13	-5	1	22	-15	-3	2.1	-1
O=C(CN1C(=O)CSC1=O)Nc1ccc(C(=O)O)cc1	-2	6	0	11	22	2	-1.0	-3
COc1ccc(N(CC(=O)Nc2cc(OC)ccc2OC)S(=O)(=O)c2c(C)noc2C)cc1	23	5	-1	16	20	-4	2.0	2
O=C1C=C(c2ccoc2)N2CCC[C@H]2C1	-9	6	-1	4	11	13	0.8	-1
CS(=O)(=O)N1N=C(c2cccs2)CC1c1ccccc1F (centres undefined)	17	-5	1	11	0	13	1.9	-3
Cn1nc(C(=O)NNC(=O)c2ccccc2Br)c2ccccc2c1=O	1	0	6	-8	9	13	0.7	4
C=CCC(C)(NCc1ccccc1)c1ccco1 (centres undefined)	0	-15	0	17	19	-8	-2.0	-4

Two entries drawn at random from those above, as already listed:
SMILES	tim23-1 inh	Jurkat NFkB inh	UPR XBP1 act	APJ antag	Mdm2 MdmX PPI	697 NFkB inh	CHOP UPR activ	APJ ag
COc1ccc(N(CC(=O)Nc2cc(OC)ccc2OC)S(=O)(=O)c2c(C)noc2C)cc1	23	5	-1	16	20	-4	2.0	2
C=CCC(C)(NCc1ccccc1)c1ccco1 (centres undefined)	0	-15	0	17	19	-8	-2.0	-4

Next part
SMILES	tim23-1 inh	Jurkat NFkB inh	UPR XBP1 act	APJ antag	Mdm2 MdmX PPI	697 NFkB inh	CHOP UPR activ	APJ ag
CC(=O)c1ccc(N2CCN(S(=O)(=O)c3cn(C)cn3)CC2)cc1	-1	10	4	10	-7	-1	0.9	5
CC(C)=Cc1c(O)nc2ccccn2c1=O	-7	2	-2	7	21	18	-0.2	-4
CC(=O)NC1(C(F)(F)F)C(=O)Nc2c1c(=O)[nH]c(=O)n2Cc1ccco1 (centres undefined)	-13	-12	-4	21	21	16	2.7	-3
COc1ccccc1NS(=O)(=O)c1cc(NC(=S)Nc2cc(C)cc(C)c2)ccc1Cl	30	5	-6	-15	19	14	-2.2	1
CN(C(=O)c1ccccc1Br)C1CCS(=O)(=O)C1 (centres undefined)	-3	1	-3	20	22	22	0.0	-6
CCN(CC)c1ccc(/C=N/NC(=O)c2cccc(S(=O)(=O)N3CCOCC3)c2)cc1	12	-6	-2	3	16	5	-0.8	-3
COc1ccccc1Nc1ncccc1C(=O)NCc1ccccc1	18	-5	-1	12	10	16	1.6	2
Cc1cccc(C(=O)OC2CCOC2=O)c1C (centres undefined)	15	6	1	11	-19	10	3.2	-1
Cc1ccc2[nH]c(=O)c(CN(CCc3ccccc3)C(c3nnnn3Cc3ccco3)C(C)C)cc2c1 (centres undefined)	19	2	-2	-1	4	10	0.4	-3
NS(=O)(=O)c1ccc(NC(=O)CSC2CCCCC2)cc1	4	1	0	7	18	7	-0.3	-1
CC(C)C[C@H](NC(=O)[C@@H]1Cc2ccccc2CN1C(=O)OC(C)(C)C)C(=O)NCC1CCC(C(=O)O)CC1 (some centres undefined)	16	5	-2	-4	-7	21	-1.6	-3
O=C(O)c1cc([N+](=O)[O-])ccc1NCCc1ccccc1	7	10	-4	15	-5	10	0.8	3
O=c1[nH]c(/C=C/c2ccc3c(c2)OCO3)c([N+](=O)[O-])c(=O)[nH]1	-5	1	0	10	28	-7	2.3	-2
COc1cc(C2NC(=O)NC(C)=C2C(=O)OC(C)(C)C)ccc1OCC(N)=O (centres undefined)	12	5	-1	15	10	32	-0.9	-3
C=CC[C@H](CC(=O)N(CCO)Cc1ccccc1)C(=O)N[C@H](COC(=O)[C@@H](CC=C)CC(=O)OC(C)(C)C)Cc1ccccc1	21	-5	2	11	37	0	0.8	-4
CCOC(=O)N1CCC(NC(=O)c2ccccc2C(=O)O)CC1	7	-4	0	-11	10	4	-0.8	1
Cc1ccc([C@@H]2CC=C(C(=O)O)[C@H](c3ccccc3F)N2S(=O)(=O)c2ccccc2C)cc1	21	-1	3	-7	-39	-8	-2.2	-4
O=C(CN1C(=O)NC2(CCOc3ccccc32)C1=O)NCCc1ccccc1 (centres undefined)	13	64*	-2	7	31	-1	1.0	-3
COc1cc2c(cc1OC)CN(C(=S)Nc1ccc(C)cc1C)CC2	26	11	-4	5	-13	1	-2.0	3
CCOc1ccccc1N(C)C(=O)Cn1ncc2c([nH]c3ccccc32)c1=O	32	6	-5	5	18	-18	1.3	-1
Cc1ccc(NC(=O)CCC(=O)N/N=C/c2cccs2)cc1C	4	3	-1	-18	7	0	-0.2	0
CCC(=O)n1nc(-c2ccc(Cl)cc2)nc1NCc1ccccc1	-2	12	1	-56	13	-60	5.9	-3
O=C(CCN1C(=O)/C(=C/c2ccccc2)SC1=S)N[C@@H](CO)Cc1ccccc1	25	-5	-4	-5	89*	-5	2.4	-1
CC(C)(C)CC(=O)Nc1cc2c3c(c1)CC(=O)N3CCC2	-1	-3	-1	-4	-12	-35	1.7	2
Cc1nc(N2CCN(Cc3ccccc3)CC2)nc2c1CCC2	-22	-8	-2	1	27	-2	-1.6	-5
CNc1nc(N)c([N+](=O)[O-])c(NC2CCCCC2)n1	14	4	9	5	2	-28	-2.0	1
COc1cccc(COC(=O)C2CCN(C(=O)c3ccccc3C)CC2)c1OC	22	-4	-6	2	38	4	2.4	-5
Cc1ccc(-c2noc(CCC(=O)NCc3ccco3)n2)cc1	29	2	-2	-13	7	0	-0.4	1
COc1ccc(C(=O)c2c[nH]c(C(=O)NCCCn3ccnc3)c2)cc1	20	-12	-4	-4	3	-8	-0.6	0
CCN(CC)S(=O)(=O)c1ccc(C(=O)NC2=C(C(=O)OC)SCC2)cc1	26	-1	-2	-3	0	-9	0.1	-3

5 compounds already listed, sorted by SMILES length, highest first.
SMILES	tim23-1 inh	Jurkat NFkB inh	UPR XBP1 act	APJ antag	Mdm2 MdmX PPI	697 NFkB inh	CHOP UPR activ	APJ ag
Cc1ccc2[nH]c(=O)c(CN(CCc3ccccc3)C(c3nnnn3Cc3ccco3)C(C)C)cc2c1 (centres undefined)	19	2	-2	-1	4	10	0.4	-3
O=c1[nH]c(/C=C/c2ccc3c(c2)OCO3)c([N+](=O)[O-])c(=O)[nH]1	-5	1	0	10	28	-7	2.3	-2
CCN(CC)S(=O)(=O)c1ccc(C(=O)NC2=C(C(=O)OC)SCC2)cc1	26	-1	-2	-3	0	-9	0.1	-3
Cc1ccc(NC(=O)COc2ccccc2C(=O)NCCc2ccccc2)cc1	40	5	-4	-3	14	-6	2.0	-1
CCOC(=O)N1CCC(NC(=O)c2ccccc2C(=O)O)CC1	7	-4	0	-11	10	4	-0.8	1

Remaining list, next part
SMILES	tim23-1 inh	Jurkat NFkB inh	UPR XBP1 act	APJ antag	Mdm2 MdmX PPI	697 NFkB inh	CHOP UPR activ	APJ ag
COc1ccc(S(=O)(=O)N2CCC3(CC2)OCCN3S(=O)(=O)c2ccccc2)cc1OC	2	3	-4	-60	17	16	-2.1	-2
CCCCOc1ccc(S(=O)(=O)NC(=O)NCc2ccc(OCCC)cc2)cc1	13	-2	-1	1	-13	15	-1.7	-1
Cc1noc(C)c1S(=O)(=O)NC1CCCc2ccccc21 (centres undefined)	0	-2	0	-1	-32	6	-0.1	-6
O=C(Cc1ccccc1)NCC(=O)OCC(=O)c1ccccc1Cl	9	8	1	35	12	19	-0.4	-4
C/C(=N\Nc1ccccc1)c1cc2ccccc2oc1=O	10	0	10	9	-37	7	2.5	-4
CCCN(CCC)CCCNC(=O)Cn1cnc2sc(C)c(S(=O)(=O)N3CCCCC3)c2c1=O	10	-6	-5	16	20	4	1.9	-1
CCOC(=O)c1c(CN2CCOCC2)n(C)c2cc(Br)c(O)c(CN(C)C)c12	13&19	3&0	2&4	5&-9	12&12	7&-2	-2.4&1.4	0&1
O=C(OC1CCN(c2ncc(C(F)(F)F)cc2Cl)CC1)c1cccc(C(F)(F)F)c1	-5	3	-1	13	15	6	-0.7	-3
Cc1onc(-c2ccccc2)c1C(=O)N1CCN(S(=O)(=O)c2ccccc2C(F)(F)F)CC1	4	6	3	8	-2	2	0.5	2
CS(=O)(=O)c1ccccc1-c1nnc(NC(=O)Cc2ccccc2)o1	-3	-17	-4	10	0	-20	-0.3	-1
C#CCOC(=O)C(NC(=O)c1ccccc1)=C(C)C	6	-3	1	-5	-8	14	-2.2	-4
CC(OC(=O)/C=C/c1ccccc1)C(=O)Nc1ccc2c(c1)OCCO2 (centres undefined)	-13	-20	-4	-3	3	10	0.5	-3
Cc1cccc(OCC(=O)NNC(=O)c2ccc([N+](=O)[O-])cc2)c1	0	3	-2	-5	-7	8	-0.1	-2
COCCNCC1C(Oc2ccc(Cl)cc2)C(=O)N1c1ccccc1C (centres undefined)	14	-10	0	-3	-17	-14	1.5	-3
Cc1ccc(-n2c(O)c(C=Nc3cc(C)on3)c3ccccc3c2=O)c(C)c1	35	-23	-4	-3	34	0	-2.2	2
O=c1[nH]cnc(O)c1N=Nc1ccccc1	19	-15	0	1	-1	-31	-0.3	0
Cc1cc(N2CCN(C(=O)c3ccco3)CC2)n2nc(C)nc2n1	6	-7	-1	9	-22	13	-1.9	-3
CC(NC(N)=O)C(=O)Nc1ccc(Cl)c(S(=O)(=O)Nc2ccc(Br)cc2)c1 (centres undefined)	9	0	1	-7	2	16	0.9	-4
O=C(Nc1nnc(CCN2CCCCC2)s1)c1ccc(Br)cc1	16	-3	-2	15	20	18	1.5	-1
O=C(COc1ccccc1Cl)Nc1ccc(CN2CCOCC2)cc1	6	3	-7	-1	-16	11	6.1	1
Cc1nc2nc[nH]n2c(=O)c1CCC(C)C	3	3	-2	4	35	3	1.7	1
Nc1ccc(N2CCCCC2)c(S(=O)(=O)Nc2ccccc2Cl)c1	43	7	1	-17	-15	-4	-1.8	-3
CN(c1ccc([N+](=O)[O-])cc1/C=N/NC(=O)COc1ccccc1)C1CCCCC1	15	8	0	-23	6	-1	1.3	0
O=C(c1cc2ccccc2o1)N(C1CC1)C1(C(=O)Nc2ccccc2)CCCC1	28	-13	-5	-11	-7	8	0.4	-3
COc1cccc(NC(=O)COC(=O)C2CC(=O)N(c3ccc(C)cc3)C2)c1 (centres undefined)	24	-15	-1	-13	-30	-6	-1.1	-2
O=C(CCC(=O)N(CC(=O)NC1CCCCC1)CC1CCCO1)Nc1nccs1 (centres undefined)	12	10	2	-7	-27	-4	-0.2	1
Cc1c(C(=O)Nc2ccc3c4c(cccc24)CC3)cccc1[N+](=O)[O-]	-8	-2	1	-5	32	-21	-0.9	-3
CCCC(=O)C1=C(SCC)CC(C)(C)C(C(=O)OC)C1=O (centres undefined)	3	4	1	3	20	11	-2.8	-1
COc1ccc(CNc2nnnn2C)c(OC)c1	0	-3	-5	-25	13	-8	-0.3	0
